Bioassay records deposited in PubChem BioAssay by National Center for Advancing Translational Sciences (NCATS).
RXFP1 antag – antagonists of human relaxin receptor RXFP1; HEK293-RXFP1, relaxin-stimulated cAMP HTRF, 30 min; hits give low values; 350,000 tested, 0.59% active; activity change, negative = inhibition, % at 57.5 µM; Q9HBX9;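 active = activity change of -60% or lower, but not beyond a set lower limit; inconclusive = change between -60% and -40%, or beyond the set limit; inactive = change above -40%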; also: % is scaled to controls: 0 for no effect and ±100 for the full control effect
D2 antag – D2 dopamine receptor (human) antagonism. P14416. HEK293 TREx D2 cells, calcium flux, dopamine EC80. inhibition, % at 10 µM. 340,000 tested, 2% active; in the data active = inhibition above about 30%; also: 0% is about no effect
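Overnight-induced (tetracycline, 30 C) HEK293 T-REx cells carrying force-coupled D2 receive a no-wash calcium dye, then compound, then EC80 dopamine at 180 s; signals are read kinetically throughout.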
TRHR enhancer – allosterically enhances the human TRH receptor. TRHR cells, fluo-8 calcium fluorescence, EC20 TRH enhancement. P34981. enhancement, % at 2 µM. 360,000 tested, 0.66% active; in the data active = enhancement above about 30%; also: 0% is about no effect
Target sequence (P34981 whole entry, looked up): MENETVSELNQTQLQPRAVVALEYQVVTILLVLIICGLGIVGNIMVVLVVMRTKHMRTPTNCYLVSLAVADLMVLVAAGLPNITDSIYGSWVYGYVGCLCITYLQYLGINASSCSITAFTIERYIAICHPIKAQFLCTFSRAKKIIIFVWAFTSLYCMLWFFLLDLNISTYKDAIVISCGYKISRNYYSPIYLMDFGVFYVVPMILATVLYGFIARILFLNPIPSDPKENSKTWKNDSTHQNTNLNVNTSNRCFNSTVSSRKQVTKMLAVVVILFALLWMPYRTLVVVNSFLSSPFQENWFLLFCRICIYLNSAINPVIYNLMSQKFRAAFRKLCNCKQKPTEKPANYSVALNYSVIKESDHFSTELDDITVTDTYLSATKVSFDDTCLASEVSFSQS
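Enhancer read-out: after compound pinning and an initial kinetic agonist-mode read, an EC20 of TRH (10 nM final) was injected and fluo-8 calcium signal (Ex 480/Em 530) followed at 1 s/cycle for 100 cycles in TRHR-expressing cells.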
D1 ag – human D1 receptor agonism. AID 504660. HEK293 T-REx D1 cells, calcium flux, agonist mode. activation, % at 2 µM. 360,000 tested, 1% active. P21728; also: 0% is about no effect
Target sequence (P21728 whole entry, looked up): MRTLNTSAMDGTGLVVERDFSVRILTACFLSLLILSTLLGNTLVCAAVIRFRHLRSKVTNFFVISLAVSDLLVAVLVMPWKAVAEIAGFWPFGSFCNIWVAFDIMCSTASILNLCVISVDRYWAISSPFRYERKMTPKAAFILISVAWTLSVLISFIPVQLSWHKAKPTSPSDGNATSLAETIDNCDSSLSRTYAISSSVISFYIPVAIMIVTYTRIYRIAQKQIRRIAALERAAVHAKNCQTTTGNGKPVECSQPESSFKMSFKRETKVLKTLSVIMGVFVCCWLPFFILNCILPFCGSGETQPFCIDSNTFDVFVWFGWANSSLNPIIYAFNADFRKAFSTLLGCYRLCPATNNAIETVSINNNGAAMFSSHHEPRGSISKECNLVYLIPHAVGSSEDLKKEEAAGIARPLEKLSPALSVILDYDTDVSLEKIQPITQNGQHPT
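Agonism was scored from calcium flux recorded over 180 s (1 read/s) after pintool compound addition, following a 10-cycle baseline. Cells were inducible force-coupled HEK293 TREx D1, plated overnight at 30 C and loaded with no-wash calcium dye.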
D1 potentiator – human D1 dopamine receptor positive modulation. HEK293 TREx D1 cells, calcium flux, dopamine EC20 potentiation. P21728. potentiation, % at 10 µM. 360,000 tested, 0.036% active; in the data active = potentiation above about 30%; also: 0% is about no effect
TRHR agonist – agonists of human TRH receptor; TRHR cells, calcium flux fluo-8, FDSS agonist mode; activation, % at 2 µM; 360,000 tested, 0.18% active; AID 493084; also: 0% is about no effect
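TRHR-expressing cells, plated overnight in medium with 10% serum, were loaded with fluo-8 calcium dye at room temperature. After a 10 s baseline, library compound was pin-added and calcium release was recorded kinetically (ex 480/em 530) as agonist response.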
D2 PAM – positive allosteric modulators of human D2 dopamine receptor; P14416; HEK293 T-REx D2, calcium flux, EC20 dopamine potentiation; potentiation, % at 10 µM; 340,000 tested, 0.34% active; AID 485347;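 active = potentiation over 3 SD above the plate norm, cut at about 30% in these data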; also: 0% is about no effect
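Tetracycline-induced Hek293 Trex D2 cells, force-coupled to calcium, loaded with no-wash calcium dye. Compound added with 180 s kinetic read for agonism, then EC20 dopamine and a further 180 s read for potentiation.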
D2 agonist – activates the human D2 dopamine receptor | P14416 | HEK293 T-REx D2 cells, calcium flux agonist mode | activation, % at 2 µM | 340,000 tested, 0.53% active | AID 485358;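 active = activation over 3 SD above normal in the single-dose calcium agonist read, cut at about 30% in these data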; also: 0% is about no effect
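In this primary screen, compounds producing a positive calcium signal within 180 s of addition to tetracycline-induced, force-coupled HEK293 Trex D2 cells are flagged; cells are dye-loaded with a no-wash calcium kit beforehand.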
D1 antagonist – antagonists of human D1 dopamine receptor | activity change, negative = inhibition, % at 10 µM | AID 504652 | 360,000 tested, 3.2% active | HEK293 TREx D1 cells, calcium flux, dopamine EC80; hits give low values | P21728; in the data active = activity change below about -30%; also: % is scaled to controls: 0 for no effect and ±100 for the full control effect
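Kinetic fluorescence of a calcium dye serves as the read-out. D1-expressing Hek293 Trex cells, induced overnight at 30 C, are exposed to compound for 180 s before an EC80 dopamine addition, then read 180 s further.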
* hit, by the source's call; ? = inconclusive; / = not tested or not shown; & = joins results of further samples. Rule as the data show it, unless noted: active = activation above about 30%; inactive = the rest.

Molecule	RXFP1 antag	D2 antag	TRHR enhancer	D1 ag	D1 potentiator	TRHR agonist	D2 PAM	D2 agonist	D1 antagonist
COC(=O)COC(=O)c1ccc(O)cc1	3	-14	-2	4	-10	-0.8	1	-1.7	-1
O=C(COc1ccc(Cl)cc1)N1CCN(S(=O)(=O)c2ccc(Cl)cc2)CC1	-4	-9	-20	7	-1	3.9	-3	1.4	-1
C=C(C)Cn1c(SCC(=O)N/N=C/c2ccccc2)nc2ccccc2c1=O	-13	13	-4	7	0	0.8	7	0.4	-5
CCOc1cc(/C=N/O)ccc1OCc1ccccc1F	4	-11	11	3	-4	0.3	12	0.1	1
Cc1ccc(Cl)cc1NC(=O)c1sc2nc(-c3ccccc3)cn2c1C	/	/	5	4	-8	0.8	-18	/	0
O=C(Cc1ccc(F)cc1)NCc1cccnc1	-2	7	-5	0	-5	0.7	8	-0.8	-1
Cc1c(C(=O)Nc2cccc(F)c2)oc2c1-c1nn(Cc3c(F)cccc3Cl)cc1CC2	?	/	-6	2	-3	-0.2	8	0.1	-1
CC(C)C(=O)Nc1cccc(C(=O)Nc2nnc(C(C)(C)C)s2)c1	6	-6	8	3	0	0.1	-11	-1.6	-19
CCOC(=O)c1cccc(NC(=O)c2nn(-c3ccc(OC)cc3)c(=O)c3c2c2ccccc2n3C)c1	-1	/	2	1	2	1.0	1	-0.4	6
COc1ccc(OC)c(CCNC(=O)c2nn(C)c3c2CSc2ccccc2-3)c1	7	/	2	-2	-2	0.1	3	1.5	16
Nc1nc(CSC(=S)N2CCCCC2)nc(Nc2ccccc2)n1	-29	5	-3	1	1	-2.1	-1	-0.1	-1
CCCn1ncc(OC)c(Cl)c1=O	2	-2	1	-1	-2	0.2	1	0.0	-59*
CCOC(=O)CNC(=O)c1cnn2cccnc12	-3	1	8	4	-2	-0.5	1	0.1	0
NS(=O)(=O)c1ccc(NN=C2CCCCC2)c([N+](=O)[O-])c1	/	-6	1	11	2	-0.4	-5	0.2	-19
Cc1cc(C)c(S(=O)(=O)N(C)CC(=O)NCCN2CCOCC2)c(C)c1	6	15	-7	1	-2	0.0	-11	-0.2	2
Cc1cccnc1NC(=O)c1ccc(C(=O)c2ccccc2)cc1	-8	11	-10	-1	-7	-0.4	7	-1.3	-18
O=C(CCn1nnc2ccccc21)Nc1nnc(COc2ccc(F)cc2)s1	9	29	-5	5	-1	0.1	-5	7.1	-7
O=C(CCNC(=O)c1ccco1)Nc1ccccc1	-12	0	14	9	/	1.0	-2	5.7	-7
CCC(=O)c1ccc(OCC(=O)OCC(=O)N2c3ccccc3CC2C)cc1 (stereo unspecified)	2	3	-6	12	-3	1.0	-11	-0.1	-11
CCOC(=O)c1ccc(NC(=O)c2csc3c2CCCC3)cc1	-93*	/	1	22	-5	-0.6	16	-0.6	-6
COc1ccccc1CN1CC(C(=O)NCCC2=CCCCC2)CCC1=O (stereo unspecified)	?	-15	-5	1	3	-1.2	1	-0.1	0
Cc1cc(C)c2sc(C)[n+](CCCS(=O)(=O)[O-])c2c1	7	-4	8	2	-2	1.1	11	1.5	-9
CCCn1c(SCC(=O)Nc2cc(Cl)ccc2Cl)n[nH]c1=O	11	3	3	1	2	-1.0	0	0.0	16
Cc1ccc(Cc2nc3ccccc3[nH]2)cc1	5	4	-5	1	1	-0.7	-2	-2.0	-15
COc1ccc(C(=O)/C=C/Nc2cccc(C)n2)cc1OC	-7	5	-6	4	-3	-0.6	-18	-0.1	-19
O=[N+]([O-])C1=C(Nc2cccc3ccccc23)CS(=O)(=O)C1	-5	-19	10	1	0	0.7	5	0.0	7
Cc1ccc(CNC(=O)CC(C)S(=O)(=O)c2cc3c(cc2C)NC(=O)CO3)cc1 (stereo unspecified)	-4&2	-5	-2&-12	0&-2	-6&-3	-0.1&0.1	8&-7	0.2&-0.8	-18&-23
Cc1cc(OCC(=O)NCCc2ccc(S(N)(=O)=O)cc2)c2c(C)cc(=O)oc2c1	-1	9	2	3	-2	0.0	5	0.6	0
COc1ccc(N=CC2=C(O)CC(c3ccccc3)CC2=O)c(OC)c1 (stereo unspecified)	10	6	3	0	-4	0.1	-9	10	-7
CCOc1ccc(S(=O)(=O)NCC(c2ccco2)S(=O)(=O)c2ccc(F)cc2)cc1 (stereo unspecified)	-2	/	2	0	-1	0.8	19	0.8	/
Cc1ccc(CSc2ncccc2C(=O)O)cc1	-10&1	20	2&5	-3&1	0&-3	-0.1&0.2	-2&-11	-0.1&-0.5	1&-20
CC(CCc1ccccc1)N(C)CC(O)c1cccc([N+](=O)[O-])c1 (stereo unspecified)	-1	-11	2	6	-9	0.5	-13	-0.1	2
CSc1cccc(NC(=O)/C=C/c2ccco2)c1	-24	1	2	0	-11	-0.2	-29	0.4	-10
Cc1nc2c(-c3ccccc3)c(C)nn2c(C)c1CCC(=O)NCCc1ccccc1	/	/	-1	0	-4	-0.2	16	-1.5	-7
COc1cccc(CNC(=O)c2cc3n(n2)CCCN(Cc2ccc(C)cc2)C3=O)c1OC	-5	/	7	-1	0	-0.9	-4	1.1	-7
COc1ccc(C2=NCCNC(C(F)(F)F)=C2)cc1	-3	2	1	4	-4	0.1	-1	-0.1	-17
Cc1oc(/N=C/c2cccc3ccccc23)c(C#N)c1C	0	10	7	0	-6	0.8	8	-0.1	6
COc1cc2c(cc1OC)CN(c1nc(CN3CCOCC3)nc3sc4c(c13)CCCC4)CC2	-13	1	1	-1	3	-0.6	7	-0.3	-1
O=[N+]([O-])c1ccc(-n2nncc2-c2ccccc2)cc1	8	12	11	-3	3	-1.4	-4	-0.4	11
O=C(CCCN=C1NS(=O)(=O)c2ccccc21)OCc1ccc(F)cc1	-6	9	3	13	-1	0.6	8	-0.2	-2
CNC(C)c1cc(OC)ccc1OC (stereo unspecified)	-7	-10	8	1	-4	0.2	-3	0.1	0
CCN(CCO)C(=O)C(c1ccccc1)c1ccccc1	-1	-15	9	2	-4	-1.8	5	-0.6	-59*
COC(=O)CSc1nc2cc3c(cc2cc1C)OCO3	-11	5	9	2	2	0.0	7	0.3	10
C/C(Cl)=C/CSc1nn2c(=O)c3ccccc3nc2s1	-11	-1	-10	3	0	-0.3	8	0.2	-1
COc1ccc(CNC(=O)COC(=O)CCc2nc3ccccc3c(=O)[nH]2)cc1	-32	8	5	2	-5	-0.4	3	1.7	-11
COc1cc(C(=O)OCC(=O)Nc2c(C)n(C)n(-c3ccccc3)c2=O)c([N+](=O)[O-])cc1OC	3	-11	7	1	2	0.4	-18	-0.2	11
O=C(Nc1ccc2c(c1)OCCO2)c1cncc(Br)c1	9	11	-3	0	3	-0.3	-8	0.1	3
Cc1ccc(NC(=O)CN(C)C(=O)CSc2nncn2C)cc1	-2	11	4	2	-3	0.6	1	0.2	-1
O=C(NC(=S)Nc1ccc(N2CCOCC2)cc1)c1cccc(Cl)c1	20	-2	-1	3	-7	0.4	8	0.9	12
CC(NC(=O)CSc1nnc(CC(=O)Nc2ccc(Cl)c(Cl)c2)n1C)c1ccccc1 (stereo unspecified)	11	23	6	6	1	0.2	1	0.6	-11
Cc1nc2c(=O)oc3ccccc3c2n1-c1ccccc1	-14	0	-8	1	0	-0.8	4	-0.6	0
CC1Cc2ccccc2N1Cc1nc2scc(-c3cccs3)c2c(=O)[nH]1 (stereo unspecified)	-35	-7	4	2	3	0.8	7	1.5	1
CCN(CC(=O)Nc1ccc2c(c1)CCC2)Cc1nc2ccccc2c(=O)[nH]1	2	-22	-4	4	6	0.4	18	0.1	9
CC(C)(C)C(=O)NC1CCN(CC(=O)Nc2ccc3c(c2)OCO3)CC1	-30	/	8	2	2	0.8	/	/	15
c1ccc(CN2CCN(c3ncnc4nc[nH]c34)CC2)cc1	/	68*	-5	3	-3	1.0	-22	81*	9
Cc1cccc(N2CCN(S(=O)(=O)c3ccc4c(c3)NC(=O)CS4)CC2)c1C	3	-7	24	9	0	0.5	4	0.7	-8
COCCCNC(=S)NNC(=O)c1cc(C2CC2)nc2ccccc12	2	2	11	0	3	0.8	3	-0.4	-2
CCOC(=O)[C@H]1[C@H]2COc3cc(OC)ccc3[C@@H]2N2C(=O)CN(Cc3ccco3)C(=O)[C@@]12C	/	-5	0	0	1	0.2	6	-0.1	23
